Source: PubChem BioAssay
uPA surface inh – qHTS for Inhibitors of Cell Surface uPA Generation. cell surface uPA generation assay, qHTS. AID 540303, 2011. 330,000 tested, 0.31% active. Potency, µM (series often up to 38.3 µM), inactives show at the top dose activity change, negative = inhibition, most hits filed as inhibitors; active = well fitted inhibition curve with a large enough effect; inconclusive = small, poorly fitted or top-dose-only effect; inactive = no such curve, though single readings can be large or run the other way; tested in mouse RAW 264.7 cells; also: potency is read from the fitted curve at half-maximal effect; % is scaled to controls: 0 for no effect and ±100 for the full control effect; nearly all actives have a fitted effect of over 55% in size
BRCA1 expr up – qHTS Assay to Identify Small Molecule Activators of BRCA1 Expression; Potency, µM (series often up to 46.1 µM), for inactives: at the top dose activation, hits mostly activators; MCF7-BRCA1-FFLuc reporter, luminescence, 48 h; response scale: scaled: vehicle 0%, 10 µM genistein 100%; 380,000 tested, 1.1% active; AID 624202, 2012; also: potency is read from the fitted curve at half-maximal effect; nearly all actives have a fitted effect of over 80% in size; some results filed as inactive show a strong effect at the top dose
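Cells: MCF7-BRCA1-FFLuc, 2000/well. Exposure: 48 h, 37 °C, 5% CO2. Read: luminescence, 15 min post-substrate. Controls: genistein 10 microM (maximal activation), DMSO (neutral).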
TRPV1 ag – HTS Assay for Compounds that Act as Agonists of the Vanilloid Receptor 1 | Transient receptor potential cation channel subfamily V member 1 (Homo sapiens), Q8NER1 | TRPV1-expressing cells, Fluo-8 calcium influx, agonist mode | activation, % at 8.33 µM | 320,000 tested, 0.19% active | AID 540275, 2011; in the data active = activation above about 80%; inconclusive = between about 30% and that limit; also: 0% is about no effect
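Fluo-8 calcium influx in TRPV1-expressing cells, kinetic read (ex 480/em 520 nm). Compound added and read 3 min for agonist activity, followed by capsaicin at EC20 final and 2 min further read for enhancement.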
p53 reactivator – qHTS assay for re-activators of p53 using a Luc reporter | Potency, µM (titrated, usually from 92.2 µM), for inactives: at the highest dose activity change, positive = activation, actives largely listed as activators | 320,000 tested, 0.063% active | H1299 p53-A138V BP100-luciferase reporter, luminescence, 24 h; also: potency is read from the fitted curve at half-maximal effect; % of control where 0% means no effect; nearly all actives have a fitted effect of over 45% in size
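p53-null H1299 cells stably carrying temperature-sensitive p53-A138V and a BP100-luciferase reporter were pinned with compounds (4-point, 1:5 series) and held 24 hrs at 37 deg C. Luminescence was read 10 min after detection reagent.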
ELG1 genotox – qHTS screen for small molecules that induce genotoxicity in human embryonic kidney (HEK293T) cells expressing luciferase-tagged ELG1. HEK293T ELG1-luciferase reporter, luminescence, 16 h. Potency, µM (doses to about 46 µM), without a hit: at the highest dose activity change, positive = activation, most hits filed as activators. 330,000 tested, 1.3% active; also: potency is read from the fitted curve at half-maximal effect; % of control where 0% means no effect; nearly all actives have a fitted effect of over 60% in size
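ELG1-luciferase HEK293T cells, 2,000/well; compound pinned in; 16 hr, 37 °C, 5% CO2; ONE-Glo, 30 min RT; luminescence on CCD imager.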
Integrin act MD – qHTS for Activators of Integrin-Mediated Alleviation for Muscular Dystrophy. alpha7betagal myoblasts, beta-gal FDG fluorescence, 48 h. Potency, µM (series often up to 38.3 µM), inactives show at the highest dose activation, most hits filed as activators. 350,000 tested, 0.064% active;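 also: potency is read from the fitted curve at half-maximal effect; 100% = response of the positive control SU9516; nearly all actives have a fitted effect of over 60% in size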
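Alpha7betagal+/- myoblasts (passage 13) were plated 16-24 hr, then exposed to compounds (1:260 dilution of DMSO stock) for 48 hours at 37C. After MPER lysis, β-galactosidase reporter activity was read as FDG fluorescence (ex 480/em 540) after 30 minutes.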
PTAP TSG101 blk – qHTS Assay for Iinhibitors of HIV-1 Budding by Blocking the Interaction of PTAP/TSG101; Tumor susceptibility gene 101 protein (Homo sapiens), Q99816; Fluorescence polarization, FITC-PTAP peptide / Tsg101 binding; 340,000 tested, under 10 active; Potency, µM (series often up to 115 µM), for inactives: at the highest dose activity change, negative = inhibition, most hits filed as inhibitors; active = well fitted inhibition curve with a large enough effect in the main read-out, with a control signal flat, not every such curve was filed as active; inconclusive = small, poorly fitted or top-dose-only effect, or effect the other way, or a change in a side signal; inactive = no such curve, though single readings can be large or run the other way; also: potency is read from the fitted curve at half-maximal effect; % of control where 0% means no effect
Target sequence (Q99816 whole entry, looked up): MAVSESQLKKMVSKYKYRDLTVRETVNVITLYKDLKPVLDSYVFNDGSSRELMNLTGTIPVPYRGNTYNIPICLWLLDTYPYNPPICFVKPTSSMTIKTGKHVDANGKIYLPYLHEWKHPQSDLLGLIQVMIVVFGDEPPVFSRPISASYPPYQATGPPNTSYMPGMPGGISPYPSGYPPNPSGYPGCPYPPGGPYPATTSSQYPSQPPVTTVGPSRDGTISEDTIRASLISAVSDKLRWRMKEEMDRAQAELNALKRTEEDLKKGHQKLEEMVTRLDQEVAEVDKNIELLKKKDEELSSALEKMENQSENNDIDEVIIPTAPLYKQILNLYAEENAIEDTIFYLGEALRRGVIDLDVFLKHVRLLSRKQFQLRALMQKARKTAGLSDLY
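FP read-out: FITC-PTAP peptide, 50 nM final, binding Tsg101 binding domain, 10 uM final; 20 min, r.t.; 10 mM HEPES pH 7.5, 0.15 M NaCl, 0.01% Tween 20, 3 mM EDTA, 0.1 mM TCEP.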
S-ASM inh – Inhibitors of Secretory Acid Sphingomyelinase (S-ASM): qHTS | 340,000 tested, 0.006% active | placental ASM, HMU-PC fluorogenic substrate, 60 min | Potency, µM (series often up to 57.5 µM), for the others: at the highest dose activity change, negative = inhibition, actives largely listed as inhibitors | AID 504937, 2011; also: potency is read from the fitted curve at half-maximal effect
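HMU-PC0 cleavage (9 uM final) by human placental ASM, 60 min at 37 °C following 10 min compound exposure at RT; stopped at pH 10, fluorescence Ex 386/Em 447 nm.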
Eya2 phos inh – qHTS Assay for Inhibitors of the Phosphatase Activity of Eya2 | 330,000 tested, 0.006% active | recombinant Eya2, OMFP fluorescence dephosphorylation (OMFP is methylfluorescein phosphate) | AID 488837, 2010 | Potency, µM (doses to about 76.9 µM), for the others: at the highest dose activity, negative = inhibition, hits mostly inhibitors; also: potency is read from the fitted curve at half-maximal effect; % is scaled to controls: 0 for no effect and ±100 for the full control effect
Target sequence (O00167 whole entry, looked up): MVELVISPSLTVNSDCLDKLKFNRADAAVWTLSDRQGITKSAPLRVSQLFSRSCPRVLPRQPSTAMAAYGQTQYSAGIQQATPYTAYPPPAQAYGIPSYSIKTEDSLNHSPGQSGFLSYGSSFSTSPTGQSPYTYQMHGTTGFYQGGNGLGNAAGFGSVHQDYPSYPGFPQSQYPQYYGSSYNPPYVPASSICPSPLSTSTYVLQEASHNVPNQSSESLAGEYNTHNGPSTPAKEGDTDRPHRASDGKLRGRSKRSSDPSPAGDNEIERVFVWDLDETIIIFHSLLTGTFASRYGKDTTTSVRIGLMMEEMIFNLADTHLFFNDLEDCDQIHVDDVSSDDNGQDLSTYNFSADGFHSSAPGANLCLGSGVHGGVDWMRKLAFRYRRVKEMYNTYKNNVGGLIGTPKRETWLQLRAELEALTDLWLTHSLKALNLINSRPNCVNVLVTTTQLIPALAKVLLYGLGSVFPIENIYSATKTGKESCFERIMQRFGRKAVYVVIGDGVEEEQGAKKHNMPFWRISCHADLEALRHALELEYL
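Eya2 protein (added as 0.2 uM solution) was preincubated with compound for 10 min at ambient temperature in 50 mM HEPES pH 7.5, 50 mM NaCl, 5 uM MgCl2, 0.05% BSA, 1 mM DTT. OMFP (added at 50 uM) then reacted 10 min; fluorescence read at 485/525 nm.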
B2AR arrestin – qHTS assay of beta-arrestin-biased ligands of beta2-adrenergic receptor. beta-arrestin recruitment to beta2AR, cell-based reporter. Potency, µM (top dose mostly 46.1 µM), for inactives: at the highest dose activation, hits mostly activators. 330,000 tested, 0.02% active. AID 492947, 2010;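 also: potency is read from the fitted curve at half-maximal effect; 0% = DMSO controls and full agonism = EC100 isoproterenol or metaproterenol; nearly all actives have a fitted effect of over 65% in size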
USP2a inh – qHTS Assay for Inhibitors of Ubiquitin-specific Protease USP2a Using CHOP2 as the Reporter | Ubiquitin carboxyl-terminal hydrolase 2 (Homo sapiens), O75604 | USP2 core, Ub-CHOP2 coupled fluorogenic reporter, 485/531 | Potency, µM (doses to about 38.3 µM), inactives show at the top dose activity change, negative = inhibition, most hits filed as inhibitors | 330,000 tested, 0.01% active | AID 463254, 2010;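 also: potency is read from the fitted curve at half-maximal effect; plate controls were DMSO wells for no effect and full inhibition by NEM control for full effect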
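USP2 core (10nM final) preincubated 30min RT with compound in 20mM Tris-HCl pH 8.0, 2mM CaCl2, 2mM beta-mercaptoethanol, 0.05% CHAPS; 25nM Ub-CHOP2 plus 25nM reporter substrate added, fluorescence (Ex485/Em531) read after 60min.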
Starred values were filed as active, the others as inactive; ? = inconclusive; . = not tested or not shown; [ ] = dose if it differs, or a comment. Unless noted, calls follow the shape of the dose curve; as a rule, active = well fitted curve in the direction sought with a large enough effect; inconclusive = small, poorly fitted or top-dose-only effect, or another doubt; inactive = no such curve, though single readings can be large; an effect the other way counts as inactive or inconclusive.

Every second line gives: PTAP TSG101 blk, B2AR arrestin, ELG1 genotox, S-ASM inh, BRCA1 expr up, Integrin act MD, USP2a inh, TRPV1 ag, p53 reactivator, uPA surface inh, Eya2 phos inh
1: C[C@@H](C(=O)NCc1ccccc1)N1C(=O)C2CC=CCC2C1=O (stereo not given in full)
  -3%, 0.1%, -1%, 3%, -1%, 5%, 1%, -9, -5%, 1%, -5%
2: CC12CC3(C)CC(C)(C1)CC(C(=O)NC(=S)NC(C)(C)C)(C2)C3
  -9%, 0.7%, 0%, 1%, 19%, -12%, 1%, -9, 1%, 5%, 0%
3: CCN1C(=O)CC(C(=O)NC)SC1=Nc1cc(Cl)c(O)c(Cl)c1 (stereo not given)
  -5%, 0.3%, 0%, 5%, 21%, 3%, 0%, ., 0%, 3%, 6%
4: NC(=O)C1CCN(C(=O)/C(=C/c2ccccc2)NC(=O)c2ccccc2)CC1
  -2%, -1.0%, 0%, 3%, -16%, -34%, 0%, -1, 6%, 7%, 7%
5: C#CCOCCOCCOCCNc1nc(N2CCN(C(=O)Cn3cc(CCCCN)nn3)CC2)nc(N2CCN(C(=O)[C@H]([C@@H](C)CC)n3cc(CCCCN)nn3)CC2)n1
  1%, -0.2%, -1%, 3%, -2%, 7%, 1%, -3, 5%, 3%, 15%
6: COc1cccc(C(=O)NC2CCN(CC(=O)Nc3nccs3)CC2)c1
  -5%, -0.6%, -2%, 3%, 4%, -12%, 4%, -1, 5%, 4%, -17%
7: CC(C)c1cc(C(=O)NNC(=S)NC2CCCCC2)cs1
  3%, 0.0%, ?, 2%, 87%, -9%, -2%, ?, ?, 3%, 1%
8: O=C(CSc1ccc(-c2ccco2)nn1)Nc1ccc(F)cc1F
  -6%, -0.9%, -13%, -3%, -11%, 20%, 9%, 3, -3%, -6%, 5%
9: CCOCCCNC(=O)c1cc2cc3cc(OC)ccc3nc2o1
  -3%, 0.5%, -3%, 303%[activator], 52%, 19%, 2%, 16, -2%, -7%, -7%
10: CN(C)CCNC(=O)C(C(=O)c1ccccc1)n1ccccc1=O (stereo not given)
  -3%, 0.0%, 0%, 5%, 0%, 12%, 1%, 0, 4%, -1%, 9%
11: CC1CCN(C(=S)c2ccc3c(c2)OCO3)CC1
  -6%, -0.9%, -3%, -1%, 0%, -18%[7.66 µM], 4%, -1, 1%, ., -32%
12: COc1cc(NC(=O)CCN2CCN(C)CC2)cc(OC)c1
  2%, 6.9%, -3%, 4%, -10%, 7%, 0%, -1, ., -3%, -7%
13: COc1ccccc1N(CC(=O)NC1CCCC1)S(=O)(=O)c1ccc(C)cc1
  -5%, -0.6%, -5%, 4%, 0%, 0%, -2%, 17, 3%, 6%, -8%
14: CC(C)C(C)NC(=O)Cn1cnc2c(oc3ccccc32)c1=O (stereo not given)
  1%, -0.4%, 25%, -1%, -11%, 2%, 2%, 2, 8%, 1%, 6%
15: O=C(Nc1nc(-c2ccccc2)c(-c2ccccc2)s1)c1ccc(S(=O)(=O)N2CCCCC2)cc1
  -3%, -0.6%, -3%, -4%, -9%, -3%, -2%, -6, -4%, 2%, -2%

(more compounds)
Every second line gives: PTAP TSG101 blk, B2AR arrestin, ELG1 genotox, S-ASM inh, BRCA1 expr up, Integrin act MD, USP2a inh, TRPV1 ag, p53 reactivator, uPA surface inh, Eya2 phos inh
16: CNC(=O)/C(=C\C=C\c1ccccc1)NC(=O)c1ccc([N+](=O)[O-])cc1
  -6%, -0.1%, -8%, -6%, 4%, 12%[7.66 µM], 1%, -1, 14%, ., -2%
17: CCOc1ccc(N(CC(=O)Nc2nccs2)S(=O)(=O)c2c(C)noc2C)cc1
  -3%, -0.4%, -3%, -13%, -20%, -8%, -1%, ., -2%, -35%, 7%
18: Cc1ccsc1CNCc1cc(Cl)ccc1O
  -13%, 10%, 5%, -1%, 0%, 2%, -1%, 0, 19%, -3%, -27%
19: CC(Sc1nnc2ccccn12)C(=O)Nc1ccc(N2CCOCC2)cc1 (stereo not given)
  1%, 0.4%, 0%, 3%, 2%, ?, 0%, ., -1%, -2%, -29%
20: CC(C)(C)C1CCC(=O)N(CCOc2ccccc2)CC1 (stereo not given)
  -5%, -0.1%, 11%, 1%, 13µM*, 0%, -2%, ?, 16%, -5%, -19%
21: CCCCCCCCN1[C@@H](CC(=O)OC)c2cc(C(F)(F)F)ccc2S1(=O)=O
  -5%, ., ., -4%, -13%, -11%, ., ., ., 13%, .
22: Oc1sc(C=Nc2ccccc2)c2ccccc12
  ?, -0.1%, ?, -22%, 51%, 1%, ?, ?, ?, -5%, ?
23: O=C(NCc1cccnc1)C1CCN(C(=O)c2ccc(Cl)cc2Cl)CC1
  -7%, -0.5%, 0%, 3%, 0%, 8%, 2%, 13, 11%, -5%, 8%
24: O=C(Nc1ccc(S(=O)(=O)N2CCOCC2)cc1)c1cc([N+](=O)[O-])ccc1Cl
  -1%, 0.3%, ?, 0%, -95%[inhibitor], -64%[inhibitor], 2%, 6, -99%[inhibitor], -9%, -3%
25: O=C(N/N=C/c1ccc(F)c(F)c1)c1cc2c(s1)-c1ccccc1CC2
  1%, -0.4%, 8%, 374%[activator], -33%, 18%, 1%, 4, 6%, 0%, 18%
26: CCC(=O)c1ccc(N2CCN(C(=O)c3ccc(F)cc3)CC2)c(F)c1
  -4%, -0.2%, -9%, -1%, -18%, -5%, 2%, 15, 14%, 2%, -12%
27: O=C(Nc1ccccc1Br)c1ccc(N2CCCC2=O)cc1
  -1%, -0.6%, ?, 4%, ?, 11%, 2%, 2, 22%, -4%, -3%
28: CCOc1ccc(-n2nnc3c(=O)n(CC(=O)NCc4ccco4)cnc32)cc1
  1%, 3.9%, -1%, 1%, 0%, 4%, -1%, 10, -3%, 1%, 12%
29: CCc1ccc(N2CC(C(=O)Nc3ccccc3F)CC2=O)cc1 (stereo not given)
  -9%, -0.2%, 1%, -2%, 3%, 9%, -1%, ?, -1%, 8%, 25%
30: Cc1ccc2cc(CN(C(=O)C3CCCO3)C3CCCCC3)c(=O)[nH]c2c1 (stereo not given)
  -1%, -0.4%, 4%, 1%, -3%, 13%, 2%, 0, 2%, -2%, 1%
31: CCNC(=O)CC1SC(=Nc2cccc(Cl)c2C)N(C)C1=O (stereo not given)
  -10%, -0.1%, -4%, -1%, -7%, ?, 0%, 1, -15%, 3%, 1%
32: Cc1ccccc1NC(=O)c1cn(-c2ccccc2)nc1-c1ccccc1
  -5%, -0.4%, -8%, -9%, 7%, -12%, -1%, 8, -3%, -9%, 2%
33: Cc1ccccc1NC(=O)COC(=O)CCc1nc2ccccc2c(=O)[nH]1
  -4%, -0.4%, 4%, 5%, -11%, 25%, 2%, -2, -14%, 4%, 3%

Four of these compounds, reformatted:
no.	mol	PTAP TSG101 blk	B2AR arrestin	ELG1 genotox	S-ASM inh	BRCA1 expr up	Integrin act MD	USP2a inh	TRPV1 ag	p53 reactivator	uPA surface inh	Eya2 phos inh
23	O=C(NCc1cccnc1)C1CCN(C(=O)c2ccc(Cl)cc2Cl)CC1	-7%	-0.5%	0%	3%	0%	8%	2%	13	11%	-5%	8%
22	Oc1sc(C=Nc2ccccc2)c2ccccc12	?	-0.1%	?	-22%	51%	1%	?	?	?	-5%	?
29	CCc1ccc(N2CC(C(=O)Nc3ccccc3F)CC2=O)cc1 (stereo not given)	-9%	-0.2%	1%	-2%	3%	9%	-1%	?	-1%	8%	25%
27	O=C(Nc1ccccc1Br)c1ccc(N2CCCC2=O)cc1	-1%	-0.6%	?	4%	?	11%	2%	2	22%	-4%	-3%
